# mHTT CaM bind: mHTT-calmodulin interaction abrogation | P42858 | AlphaScreen His-mHTT/GST-CaM binding, luminescence | inhibition, % at 15 µM | actives 3.6% (n = 190,000) | AID 1671202;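 note: 0% = both proteins with DMSO and 100% = one protein alone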
# Pf apPOL inh: Pf-apPOL DNA polymerase inhibition. inhibition, % at 10 µM. AID 1794808. actives 0.25% (n = 210,000). Recombinant Pf-apPOL, molecular beacon fluorescence, 1.5 h
# * hit, by the source's call; x = not tested or not shown; & = joins results of further samples. Cut-off read from the data, not from the text of the source: active = inhibition above about 50%; inactive = the rest.
compound,mHTT CaM bind,Pf apPOL inh
NC(CCP(=O)(O)O)C(=O)O (centres undefined),x,0
CC1CC(=O)C2CCCCC2N1 (centres undefined),-6,x
CSc1ccc(CN2CCN(c3ccccc3F)CC2)cc1,-7,-4
CC12CCC(O)CC1CCC1C2CCC2(C)C(O)C(=Cc3ccccc3Cl)CC12 (centres undefined),1,4
Cc1cccc(CN2CCN(c3ccccc3F)CC2)c1,-5,-9
O=C(CCN1C(=O)C2C3CCC(C3)C2C1=O)Nc1ccc(Cl)cc1C(=O)c1ccccc1 (centres undefined),-40,-1
OC1CCC(NC2C3CC4CC(C3)CC2C4)CC1 (centres undefined),8,1
NCC#CCN1CCCCC1,-1,-5
N=c1c2c3c(sc2ncn1Cc1ccco1)CCCC3,5,0
O=c1ccsn1-c1cccc(Cl)c1F,x,93*
CCc1ccc(C(=O)N2CCC3(C2)C(=O)Nc2ccc(OC)cc23)cc1 (centres undefined),5,-4
CSc1cccc(NC(=O)CN2C(=O)C(C)N=C(c3ccccc3)c3ccccc32)c1 (centres undefined),25,-10
O=C(c1ccc2c(c1)ncn2-c1ccc(F)cc1F)N1CCC2(CC1)OCCO2,1,-1
O=C1C2CCCN2C(c2ccccc2Cl)N1c1ccccn1 (centres undefined),-3,0
CN(C)C(=O)Oc1ccc2c(c1)OC(=Cc1cccc(Cl)c1)C2=O,5,-3
O=C1CSC(c2cccc([N+](=O)[O-])c2)c2c(-c3ccccc3)nn(-c3ccccc3)c2N1 (centres undefined),37,-2
COc1ccc2c(c1)C1(CCN(S(=O)(=O)c3cc(OC)ccc3OC)C1)C(=O)N2 (centres undefined),3,-6
Cc1c(C(=O)N2CCC3(CC2)OCCO3)oc2ccc(S(=O)(=O)N3CCC(C)CC3)cc12,-4,-7
CCN1CCN(C(=O)COc2ccc(C34CC5CC(CC(C5)C3)C4)cc2)CC1,15,-9
CCOc1ccccc1CC1C(=O)N(C)C(=O)N(C)C1=O,0,-4
COc1ccccc1N1CCN(Cc2ccccc2C)CC1,-5,-3
CCOc1cc(/C=C2/C(=O)ON=C2C)ccc1OCc1ccc(F)cc1,43,1
c1ccc2c(c1)CCC1(CCNCC1)O2,2,1
COc1ccccc1/C=C/CN1CC2CC(C1)c1cccc(=O)n1C2 (centres undefined),11,5
CCN1C(=O)NC(=O)/C(=C/c2cn(CC(=O)NCC3CCCO3)c3ccccc23)C1=O (centres undefined),40,-6
CC1(C)CC(CCNCc2ccccc2F)(c2ccccc2)CCO1 (centres undefined),-11,-16
CCc1cc2c(cc1-c1csc(C)n1)C(C)(C)CCC2(C)C,x,1
COc1ccc2c(c1)C1(CCN(S(=O)(=O)c3ccc(C)cc3)C1)C(=O)N2C (centres undefined),0,-2
CCC1(C)CC(CCNCc2ccccc2O)(c2ccc(F)cc2)CCO1 (centres undefined),-2,-11
Fc1ccc(CN2CCN(c3ccccc3Cl)CC2)cc1,-10,0

# Next section (four carried over from the part before).
compound,mHTT CaM bind,Pf apPOL inh
CCc1cc2c(cc1-c1csc(C)n1)C(C)(C)CCC2(C)C,x,1
COc1ccc2c(c1)C1(CCN(S(=O)(=O)c3ccc(C)cc3)C1)C(=O)N2C (centres undefined),0,-2
CCC1(C)CC(CCNCc2ccccc2O)(c2ccc(F)cc2)CCO1 (centres undefined),-2,-11
Fc1ccc(CN2CCN(c3ccccc3Cl)CC2)cc1,-10,0
CSc1ccc(C=C[N+](=O)[O-])cc1,x,3
Fc1ccccc1CN1CCN(c2cccc3[nH]ccc23)CC1,x,1
Fc1ccc(CCNCc2ccc3c(c2)OCO3)cc1,-8&-4,3&0
O=[N+]([O-])c1ccc(NCCCN2CCOCC2)c2cccnc12,4,3
C1CN(C2CCSC2)CCO1 (centres undefined),4,-9
Cc1cccc(-n2c(/C=C/c3ccccc3)nc3ccccc3c2=O)c1,5,3
CCCn1cc(C(=O)NCc2ccccn2)c2cccnc21,-1,-9
CCCCCCCCc1[se]c2ccccc2c1I,-37,-3
c1ccc(C2CC2)c(OCC2=NCCN2)c1,x,-2
C=CCN1C(=O)C2(C(C(=O)OCC)=C(N)Oc3c2oc(CO)cc3=O)c2ccccc21 (centres undefined),2,-1
COc1ccc2c(c1)[nH]c1c(C)nccc12,-3,-15&-10
NC(c1c[nH]c2ccccc12)C(F)(F)F (centres undefined),-2,x
Cc1ccc(C)c(CN2CCN(c3ccccc3C)CC2)c1,-37,-18
O=[N+]([O-])c1ccccc1CNCCc1ccc(F)cc1,5,-4
COc1ccc(-n2c(C)nc3ccc(NC(=O)C4CC4)cc3c2=O)cc1,-12,-3
Cc1ccc(-n2c(SCCN(C)C)nc3ccccc3c2=O)cc1,4,-8
Cc1cc(C(=O)C(C)(C)NO)ccc1Cl,6,-13
CC(=O)N1N=C2C3CCN(CC3)C2C1c1ccc(C)cc1 (centres undefined),-9,-3
CCC(=O)N1N=C2C3CCN(CC3)C2C1c1cc(C)cc(C)c1 (centres undefined),-1,-6
Cc1ccc(C)c(N2CCN(Cc3cccc([N+](=O)[O-])c3)CC2)c1,30,-3
Cc1nc2c(o1)NC(N)=C(C#N)C21CCN(C)CC1,-1,x
O=C(c1cc(-c2ccncc2)nc2ccccc12)N1CCC2(CC1)OCCO2,-4,-6
CN1C(=O)NC(=O)C(CCc2ccncc2)(CCc2ccncc2)C1=O,2,-4
O=[N+]([O-])/C=C1\NCCN1Cc1ccc(Cl)nc1,-5,-5
COc1ccc(N2C(=O)NC(=O)/C(=C\c3ccc([N+](=O)[O-])s3)C2=O)cc1,11,-6
COc1cccc(C2N(c3ccccn3)C(=O)C3CCCN32)c1 (centres undefined),-2,-2
O=C(c1cc(-c2cccnc2)nc2ccccc12)N1CCC2(CC1)OCCO2,-9,-10
CN1CCN(Cc2nc3ccc([N+](=O)[O-])cc3c(=O)n2-c2ccccc2F)CC1,-3,8
Oc1c(Cl)cc(Cl)cc1CN1CCN(c2ccccc2)CC1,-2,3
CCOc1ccccc1CN1CCN(C)CC1,-2,-2
CCOc1cc(CNCCc2ccccc2)ccc1OC,-2,-2
Fc1ccc(N2CCN(Cc3cccc(Br)c3)CC2)cc1,19,1
CCN(CC)S(=O)(=O)N1CCC(C(=O)N2CCC3(CC2)OCCO3)CC1,-6,-27
COc1ccccc1C=CC=C1Oc2cc(OC(=O)N(C)C)ccc2C1=O,24,16
O=[N+]([O-])/C=C/c1ccccc1C(F)(F)F,-7,x
COc1ccc(-n2c(/C=C/c3ccccc3O)nc3ccccc3c2=O)cc1,16,-2
CC12CCC3C(CCC4CC(=O)CC43C)C1CCC2O (centres undefined),-1,-7
CCOc1cc(CN2CCN(c3ccccc3C)CC2)ccc1O,3,-15
COc1ccc(CN2CC3CC(C2)c2cccc(=O)n2C3)cc1Br (centres undefined),7,1
N#CC(C#N)=Cc1ccc(O)c(O)c1,x,5
CN(C)c1ccc(N(C)C)cc1,26,x
CCN1CCN(CC(c2ccccc2)c2ccccc2)CC1,0,-4
CC(=O)N1N=C2C3CCN(CC3)C2C1c1ccc(Cl)cc1 (centres undefined),-7,-5
CSc1ncccc1C1=NC(=CN(C)C)C(=O)O1,x,-3
O=[N+]([O-])c1cc(C(F)(F)F)cc([N+](=O)[O-])c1N1CCNCC1,5,-3
COc1cccc(CN2CCN(c3ccccc3C)CC2)c1OC,-7,-3
CCN1CCN(c2cc(C)nc3nncn23)CC1,0,x
COc1ccc(OC)c(CN2CCN(C(=O)Cc3ccccc3)CC2)c1,-1,5
Oc1c(Cl)cc(-c2cc(Cl)c(O)c(Cl)c2)cc1Cl,7,-1
CC1(C)Cc2cccc(OCC(=O)N3CC4CC(C3)c3cccc(=O)n3C4)c2O1 (centres undefined),-4,1
Cc1nc(C(=O)Nc2ccc3c(c2)OCCO3)c(C)n1C1CCN(C)CC1,14,3
O=C(Cc1ccccc1)N1CCN(Cc2ccco2)CC1,2,3
O=C1CC(=O)N(c2ccc(F)cc2)C(=O)N1,0,2
O=C1CN=C(c2ccccc2)c2ccccc2N1,x,-7
CC[C@@H](CO)NC(=O)[C@@H]1C=C2c3cccc4c3c(cn4C)C[C@H]2N(C)C1,x,7
Fc1ccc(CN2CCN(c3ccccc3F)CC2)cc1F,-14,2
CCCN(CCC)C1CCc2ccc(O)cc2C1 (centres undefined),x,-2
COc1ccc(CN2CCN(c3cccc(Cl)c3)CC2)c(OC)c1,5,-10
CN1CCC23CCCCC2C1Cc1ccc(O)cc13 (centres undefined),x,2
Fc1cccc(CN2CCN(c3ccccc3)CC2)c1,2,0

# Record cards (already shown).
# COc1ccc(CN2CC3CC(C2)c2cccc(=O)n2C3)cc1Br (centres undefined) is listed as mHTT CaM bind = 7; Pf apPOL inh = 1
# COc1ccccc1C=CC=C1Oc2cc(OC(=O)N(C)C)ccc2C1=O is listed as mHTT CaM bind = 24; Pf apPOL inh = 16
# COc1ccc(-n2c(/C=C/c3ccccc3O)nc3ccccc3c2=O)cc1 is listed as mHTT CaM bind = 16; Pf apPOL inh = -2

# (further entries)
compound,mHTT CaM bind,Pf apPOL inh
COc1cccc(CN2CCN(Cc3ccccc3)CC2)c1,-2,-9
COc1ccc(-n2c(-c3ccncc3)nc3ccccc3c2=O)cc1,8,2
CCOC(=O)[C@]12Cc3cc(OC)ccc3[C@H]1N(Cc1ccccc1)C(=O)c1ccccc12,-3&8,0&-4
Fc1ccc(COCC23COCN2COC3)cc1,-3,x
COc1ccc(CCNCc2ccccc2C(F)(F)F)cc1,-10,0
O=C1C2CCCN2C(c2ccc(Br)cc2)N1c1ccccn1 (centres undefined),5,-11
COc1cc(CN2CCN(c3ccccc3)CC2)cc(OC)c1O,-3,-8
O=[N+]([O-])c1ccc(O)cc1CN1CCN(Cc2ccccc2)CC1,16,-1
NC1(c2ccc(F)cc2)CC1,-5,x
O=C(Nc1ccc2c(C(F)(F)F)cc(=O)oc2c1)c1cc([N+](=O)[O-])nn1Cc1ccccc1,7,-3
CCOc1cccc(CN2CCCCC2c2cccnc2)c1 (centres undefined),1,-5
Cc1csc(NC(=O)c2cccn(Cc3cccc([N+](=O)[O-])c3)c2=O)n1,-10,1
O=[N+]([O-])c1ccc(N2CCNCC2)c(Cl)c1,4,-4
COc1ccc(-c2coc3cc(OC(=O)N(C)C)ccc3c2=O)cc1,-6,-11
COc1ccc2c(c1)C1(CCN(C(=O)Cc3ccccc3Cl)C1)C(=O)N2 (centres undefined),21,-4
COc1ccc(CNCCc2ccc(F)cc2)c(OC)c1OC,-7,-6
Fc1cccc(CN2CCN(c3cccc(Cl)c3)CC2)c1,-16,-7
CCSc1nc2ccccc2c(=O)n1-c1cc(C)cc(C)c1,-4,-1
COc1cc2c(cc1OC)C(C(C)C)NC(C)(C)C2 (centres undefined),3,-5
COc1ccccc1CCNCc1ccccc1C(F)(F)F,-8,-9
CC1OC(OC2CCC3(C=O)C4CCC5(C)C(C6=CC(=O)OC6)CCC5(O)C4CCC3(O)C2)C(O)C(O)C1O (centres undefined),x,6
CCCCSc1nc2ccccc2c(=O)n1-c1ccc(C)cc1,-21,0
O=C1C2CCN(CC2)C1CSc1ccc(Cl)cc1 (centres undefined),x,-7
COc1ccc(O)c(CN2CCN(c3cc(C)ccc3C)CC2)c1,38,-1
CCN1CCN(C2CC3CCC2C3)CC1 (centres undefined),-9,-4
CN1CCC2(CC1)C(C#N)=C(S)NC(=O)C2C#N (centres undefined),-1,x
c1cc(C2N3CCCN23)ccn1 (centres undefined),-4,x
COc1ccc(CCNC(C)CCc2ccc(OC)cc2)cc1 (centres undefined),2,-1
O=[N+]([O-])c1ccc(CN2CCN(c3ccc(Cl)cc3)CC2)cc1,9,-3
CCN(CC)CC#CCOc1ccccc1,-5,-2

# Retrieved one by one from the list above (2):
compound,mHTT CaM bind,Pf apPOL inh
COc1ccc(O)c(CN2CCN(c3cc(C)ccc3C)CC2)c1,38,-1
COc1ccc(CCNCc2ccccc2C(F)(F)F)cc1,-10,0

# Further compounds follow.
compound,mHTT CaM bind,Pf apPOL inh
CC(=O)c1c(O)n(C)c(=O)n(C)c1=O,3,-12
CC(C)(c1ccccc1)c1ccc(O)cc1,-14,0
CCC(CC)C1C(C#N)=C(N)Oc2c1c(=O)oc1ccccc21 (centres undefined),2,-2
Fc1ccc(N2CCN(Cc3ccc(Cl)cc3)CC2)cc1,13,-2
COc1cc2c(cc1OC)C(C(=O)Nc1cccc(Cl)c1)C1CCCCN1C2=O (centres undefined),40,-1
CCC(=O)OC1CCC2C3CCC4CC(=O)CCC4(C)C3CCC12C (centres undefined),-20,-3
COc1ccc2c(c1)C1(CCN(S(=O)(=O)c3ccc(C)cc3)C1)C(=O)N2 (centres undefined),5,1
COc1cc(CN2CCN(Cc3ccccc3)CC2)cc(OC)c1,2,-6
Clc1cccc(Cl)c1CN1CCN(c2ccccc2)CC1,0,-3
O=c1oc2ccccc2c(O)c1C(c1ccc([N+](=O)[O-])o1)c1c(O)c2ccccc2oc1=O,41,0
C=C(C)Cc1c(COC)nc(-c2ccc(C)c(Cl)c2)nc1OC(=O)N(C)C,x,3

# Screens: PubChem BioAssay, University of Kansas High Throughput Screening Laboratory

# A portion of the library; the hit share may differ from the screen's.
